# Source: PubChem BioAssay
# tim23-1 inh = tim23-1 yeast growth inhibition | S. cerevisiae tim23-1 growth, BacTiter-Glo luminescence, 24 h | inhibition, % at 20 µM | 330,000 tested, 1.3% active | AID 463212;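 active = growth inhibition of the mutant yeast at or above 50%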;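 also: temperature-sensitive mutant grown at 25 °C; plate controls were DMSO-treated mutant yeast for no effect and medium wells lacking yeast for full effect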
# 697 NFkB inh = inhibitors of the PMA/ionomycin-induced NF-kB reporter in 697 B cells. AID 435022. inhibition, % at 4 µM. 697 B-cell NF-kB luciferase reporter, 16 h. 330,000 tested, 0.33% active; in the data active = inhibition above about 35%
# XBP1 UPR activ = adaptive UPR (XBP1) activation; CHO-XBP1 luciferase reporter, IRE1-XBP1 UPR activation, luminescence; percent of tunicamycin response, DMSO as zero; activation, % at 20 µM; 330,000 tested, 0.33% active;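 active = versus positive control, 20 µM dose yields 30% or more activation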;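 also: 100% = tunicamycin at 10 µg/mL and 0% = DMSO only wells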
#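 Material: CHO cell line with stable XBP1 luciferase reporter; schedule: 16-18 h cell attachment at 37 °C, then 6 h compound exposure; signal: glow luminescence from Steady-Glo reagent; medium: serum-containing F12 medium, 10% FBS; benchmarks: tunicamycin 10 µg/mL and vehicle-only wells; read-out: percent activation relative to tunicamycin reference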
# tim10-1 inh = growth inhibitors of tim10-1 mutant yeast. S. cerevisiae tim10-1 ts strain growth, BacTiter-Glo, 24 h. inhibition, % at 20 µM. 330,000 tested, 2.2% active;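 active = inhibition of at least 40%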;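 also: mutant grown at 25 °C; 0% = DMSO wells with yeast and 100% = wells holding no yeast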
# TIM10 inh = growth inhibitors of TIM10 yeast strain. 330,000 tested, 1.4% active. S. cerevisiae TIM10 strain growth, BacTiter-Glo luminescence, 24 h. AID 463195. inhibition, % at 10 µM;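 active = inhibition of 40% or more at the single tested concentration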;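 also: wild-type TIM10 isogenic control strain grown at permissive 25 °C; 0% = DMSO yeast wells and 100% = minimal medium wells without yeast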
# Jurkat NFkB inh = lowers PMA/ionomycin-induced NF-kB signal in Jurkat cells | PMA/ionomycin-induced NF-kB luciferase reporter, luminescence | inhibition, % at 4 µM | AID 435003 | 330,000 tested, 0.53% active; in the data active = inhibition above about 50%
# UPR CHOP act = activators of apoptotic arm of unfolded protein response (CHOP); CHO-CHOP luciferase reporter, UPR activation, luminescence; percent of tunicamycin response over DMSO baseline; activation, % at 10 µM; 330,000 tested, 0.34% active;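 active = at 10 µM dose, activation of 40% or more, normalized to positive control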;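 also: 100% = tunicamycin at 10 µg/mL and 0% = DMSO alone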
#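 System: CHO-CHOP luciferase reporter cell line | Buffer or medium: F12 medium containing 10% fetal bovine serum | Doses: One dose, 10 µM in 0.5% DMSO | Times: 6 h compound exposure at 37 °C after overnight seeding | Signal: Luciferase luminescence | Read-out: % activation vs tunicamycin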
# Mdm2 MdmX PPI = disrupts the human Mdm2-MdmX interaction | AID 485346 | inhibition, % at 8 µM | SaOS-2 split-luciferase Mdm2/MdmX complementation, luminescence | 330,000 tested, 3% active;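 active = inhibition of at least 50% at 8 µM in the primary screen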
# Target sequence (O15151 whole entry, looked up): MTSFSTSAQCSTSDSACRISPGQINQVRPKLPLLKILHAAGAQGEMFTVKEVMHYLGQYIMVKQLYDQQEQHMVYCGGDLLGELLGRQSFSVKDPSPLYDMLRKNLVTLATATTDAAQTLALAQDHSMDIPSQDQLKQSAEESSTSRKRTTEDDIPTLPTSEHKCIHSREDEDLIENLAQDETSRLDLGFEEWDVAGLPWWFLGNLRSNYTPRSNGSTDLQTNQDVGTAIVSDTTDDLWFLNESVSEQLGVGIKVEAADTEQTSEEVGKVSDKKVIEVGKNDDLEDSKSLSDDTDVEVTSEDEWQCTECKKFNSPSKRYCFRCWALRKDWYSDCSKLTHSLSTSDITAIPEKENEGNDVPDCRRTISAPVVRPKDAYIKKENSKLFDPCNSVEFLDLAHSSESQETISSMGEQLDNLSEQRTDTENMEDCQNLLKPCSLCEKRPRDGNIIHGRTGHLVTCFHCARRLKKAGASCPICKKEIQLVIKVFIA
# Target sequence (Q00987 whole entry, looked up): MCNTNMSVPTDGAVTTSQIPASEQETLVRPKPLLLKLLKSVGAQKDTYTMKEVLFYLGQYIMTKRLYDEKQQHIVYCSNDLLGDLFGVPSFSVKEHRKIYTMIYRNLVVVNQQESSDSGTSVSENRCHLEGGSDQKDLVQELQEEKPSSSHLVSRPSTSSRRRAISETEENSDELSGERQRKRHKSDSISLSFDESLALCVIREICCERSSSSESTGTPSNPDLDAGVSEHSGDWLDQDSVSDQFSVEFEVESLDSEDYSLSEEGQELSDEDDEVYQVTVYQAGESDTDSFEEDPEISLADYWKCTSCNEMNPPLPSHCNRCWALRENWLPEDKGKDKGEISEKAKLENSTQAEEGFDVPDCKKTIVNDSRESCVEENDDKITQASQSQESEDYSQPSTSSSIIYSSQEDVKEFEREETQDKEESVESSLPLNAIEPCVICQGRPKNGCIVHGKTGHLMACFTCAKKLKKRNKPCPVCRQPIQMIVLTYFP
# An asterisk follows results filed as active.
canonical_smiles,tim23-1 inh,697 NFkB inh,XBP1 UPR activ,tim10-1 inh,TIM10 inh,Jurkat NFkB inh,UPR CHOP act,Mdm2 MdmX PPI
COc1ccc(CCNC(=O)CCSc2nc(-c3ccco3)cc(C(F)(F)F)n2)cc1,-2.8,-5.8,-1.5,9.9,-3.5,-4.6,-1.8,4.9
CN(CC(=O)Nc1ccc(F)c(F)c1F)C(=O)CCN1C(=O)C2CCCCC2C1=O (stereo not drawn),-15.7,11.1,-2.7,-11.7,-3.7,-9.3,-0.4,8.5
O=C(c1cc2ccccc2oc1=O)N(Cc1ccccc1)CC1CCCO1 (stereo not drawn),19.4,12.1,4.0,13.5,17.0,-1.5,-2.6,18.4
C/C(Nc1ccccc1)=C(/C#N)C(N)=O,11.3,7.1,1.4,6.7,-6.1,0.9,1.7,-4.8
S=c1nc(NCCc2ccccc2Cl)c2ccccc2[nH]1,16.0,-129.5,7.4,4.2,-3.5,-58.0,2.4,-1.2
Cc1ccc(N=Nc2[nH]c3ccccc3c2O)cc1,13.7,-29.4,-0.1,13.3,18.4,-36.6,1.2,-98.1
Cc1ccc(O)c(-c2cc(-c3cccc(Br)c3)n[nH]2)c1,5.3,-9.6,6.5,-62.2,32.9,5.1,3.5,41.3
NC(=O)c1ccc(NC(=O)COc2ccc([N+](=O)[O-])cc2Cl)cc1,3.6,29.0,-1.7,-1.7,3.0,15.3,1.8,-32.1
Cc1cnc(C(=O)OCC(=O)Nc2cc(Cl)cc(Cl)c2)cn1,0.6,5.8,-3.2,1.0,-20.3,-2.8,-0.7,11.7
Cc1ccc(C)c(N2CCN(C(=O)C3CCCN(S(=O)(=O)c4cnc[nH]4)C3)CC2)c1 (stereo not drawn),-2.0,-8.1,-2.5,-19.8,5.4,-5.1,-0.9,-21.3

# Five of the entries above in order of the Mdm2 MdmX PPI value, highest first.
canonical_smiles | Mdm2 MdmX PPI
CN(CC(=O)Nc1ccc(F)c(F)c1F)C(=O)CCN1C(=O)C2CCCCC2C1=O (stereo not drawn) | 8.5
COc1ccc(CCNC(=O)CCSc2nc(-c3ccco3)cc(C(F)(F)F)n2)cc1 | 4.9
S=c1nc(NCCc2ccccc2Cl)c2ccccc2[nH]1 | -1.2
C/C(Nc1ccccc1)=C(/C#N)C(N)=O | -4.8
NC(=O)c1ccc(NC(=O)COc2ccc([N+](=O)[O-])cc2Cl)cc1 | -32.1

# (cont.)
canonical_smiles,tim23-1 inh,697 NFkB inh,XBP1 UPR activ,tim10-1 inh,TIM10 inh,Jurkat NFkB inh,UPR CHOP act,Mdm2 MdmX PPI
COc1ccc(Oc2cnn(-c3ccccc3)c(=O)c2Br)cc1,30.1,-4.9,-0.1,39.3,33.7,-6.6,1.9,24.9
CC(C)Nc1nnc(SC(C)C(=O)N(C)C2CCCCC2)s1 (stereo not drawn),18.2,21.8,0.3,14.2,6.7,0.7,0.6,26.2
Cn1c(=O)n(CCCOc2ccc(Br)cc2)c2ccccc21,16.4,20.4,2.5,17.8,23.5,-1.3,1.1,9.7
O=C(COC(=O)CNC(=O)c1ccc(Cl)cc1Cl)NNC(=O)c1ccccc1,8.3,8.0,-0.5,10.5,9.1,-11.2,0.1,10.4
CCN(CC)Cc1c(O)ccc2c(C)c(CC(=O)OC)c(=O)oc12,2.3,-8.8,0.7,2.6,-10.4,-18.1,-2.7,-9.7
O=C(O)CCC(NC(=O)C1CCCN1C(=O)OCc1ccccc1)C(=O)O (stereo not drawn),20.6,-14.9,-0.8,28.1,8.6,-25.8,-0.9,4.2
COc1ccc(NS(=O)(=O)c2ccc(C)c(C(=O)NCC(c3ccco3)N3CCCCC3)c2)cc1 (stereo not drawn),-26.2,-13.6,-0.8,-22.4,-12.1,-6.3,-1.4,-10.2
CCN1CCN(Cc2cc(=O)oc3cc4c(cc23)CCC4)CC1,10.7,3.5,1.7,10.3,4.7,-9.2,-0.4,9.5
Cc1ccc(N(CC(O)CN2CCCCC2)S(=O)(=O)c2ccccc2)cc1 (stereo not drawn),-6.1,-8.6,-3.5,1.1,5.7,8.0,-0.9,-23.9
CCOC(=O)Cc1csc(NC(=O)c2ccncc2)n1,12.3,-16.6,0.4,-11.0,4.9,3.6,0.4,-11.7

# A few values from the entries so far.
# Value for NC(=O)c1ccc(NC(=O)COc2ccc([N+](=O)[O-])cc2Cl)cc1 in 697 NFkB inh: 29.0
# Value for CN(CC(=O)Nc1ccc(F)c(F)c1F)C(=O)CCN1C(=O)C2CCCCC2C1=O (stereo not drawn) in tim10-1 inh: -11.7

# Other structures follow:
canonical_smiles,tim23-1 inh,697 NFkB inh,XBP1 UPR activ,tim10-1 inh,TIM10 inh,Jurkat NFkB inh,UPR CHOP act,Mdm2 MdmX PPI
CCN(C/C=C/c1ccccc1OC)Cc1ccccc1,-8.2,20.9,-6.3,-8.2,-19.8,-1.7,-2.0,-20.7
C/C(=N\NC(=O)c1ccccc1C)c1cccnc1,8.4,-17.6,5.2,8.8,-23.2,3.0,2.5,-2.2
CCN(CC)CC(=O)NC1CC(C)(C)Cc2c1cnn2-c1ccc(F)cc1 (stereo not drawn),13.4,9.3,-0.4,8.0,-6.9,10.5,0.7,24.8
COc1cc(CC(=O)NC(c2ccccc2)c2ccccc2)cc(OC)c1OC,29.8,13.2,-3.6,29.7,-2.3,1.2,-1.8,13.2
CCCCCCn1nc(C(=O)N(CCOC)c2c(N)n(CCCC)c(=O)[nH]c2=O)c2ccccc2c1=O,12.4,-1.3,-2.1,16.4,6.6,11.1,-1.1,-9.7
O=[N+]([O-])c1ccc(N(c2ccccc2)c2ccccc2)cc1,15.9,-6.7,-2.4,14.8,9.1,-17.8,-3.0,-35.3
CCCCC[C@H](O)/C=C/[C@@H]1[C@@H](C/C=C\CCCC(=O)O)[C@@H](O)C[C@H]1O,16.9,-7.2,-8.1,10.3,8.5,2.2,1.0,-10.3
O=C(O)c1cc(O)c2c(c1)C(=O)c1cc(O)cc(O)c1C2=O,0.7,16.3,-4.7,16.1,6.3,-2.9,0.5,12.3
CCC(CC)C1C(C#N)=C(N)Oc2cc(C)oc(=O)c21 (stereo not drawn),-13.8,2.4,3.0,3.2,0.7,13.7,0.2,-6.3
Cc1nc2sccn2c(=O)c1S(=O)(=O)N1CCN(c2ccc(F)cc2)CC1,30.8,-21.5,-0.9,9.5,7.1,6.1,-1.8,-22.7
Cc1ccc2nc(-c3ccc(NC(=O)CN4CCN(C(=O)c5ccco5)CC4)cc3)sc2c1,27.8,-150.8,2.0,9.6,14.8,-85.1,6.2,-154.8
COC(=O)c1ccc(C2c3c(oc4cc(C)c(C)cc4c3=O)C(=O)N2CCCN(C)C)cc1 (stereo not drawn),16.7,8.4,3.4,6.5,11.1,4.1,-1.4,-13.0
CCCC(=O)Nc1c2c(nn1-c1ccc([N+](=O)[O-])cc1)CS(=O)(=O)C2,10.6,12.6,1.2,11.7,16.3,-0.6,3.2,-5.7
Cc1nn(C)cc1CNC(=O)C1C2CCC(O2)C1C(=O)O (stereo not drawn),13.4,-34.6,8.0,21.3,14.5,-10.2,-0.9,0.7
O=C(NCc1cccnc1)C1CC(=O)N(CCc2ccccc2)C1 (stereo not drawn),0.4,-9.1,-1.9,-3.7,1.5,-14.7,1.6,-10.1
Cc1cccc(N2CCC(NCc3c(C(=O)N4CCCCC4)nc4c(C)cccn34)CC2)c1,3.1,11.7,1.0,7.6,9.8,7.3,-0.1,-29.8
CC1CN(CC(=O)NCc2ccccc2)CC(C)O1 (stereo not drawn),-3.6,-1.3,-3.8,-16.4,7.8,-13.5,1.3,6.7
CCN(C(=O)CSc1nc(C2CC2)n(-c2ccccc2)n1)C1CCS(=O)(=O)C1 (stereo not drawn),1.1,-9.8,-0.5,6.7,0.0,-9.1,-1.2,8.0
Cn1c([N+](=O)[O-])cnc1N1CCN(c2nncs2)C1=O,6.0,8.1,2.4,5.8,1.4,0.0,-1.1,29.5
COc1cccc(C2=NN(C(=O)c3cccs3)C(O)(C(F)(F)F)C2)c1 (stereo not drawn),26.3,11.9,10.9,11.9,-4.5,-6.6,1.2,30.5
CCS(=O)(=O)N1CCC(C(=O)Oc2ccc(C(=O)OC)cc2)CC1,13.4,3.8,-0.5,-14.1,13.9,-3.8,1.9,9.6
CCOC(=O)N1CCC(NC(=O)c2cc(C(=O)Nc3ccc(F)cc3F)ccc2CO)CC1,-4.4,10.0,-3.4,5.5,-3.1,-9.1,0.7,-17.0
CC(C)Oc1c(Br)cc(Br)cc1/C=N/NC(N)=S,20.9,-13.0,1.7,35.0,51.7*,-14.5,1.5,57.4*
CCOc1ccc(N=Nc2c(=O)[nH]n3c(C)cc(C)nc23)cc1,-1.5,-25.6,0.3,25.0,8.8,-6.4,3.8,-19.3
Cc1cccc(NC2=C(NCCO)C(=O)c3ccccc3C2=O)c1,33.6,-56.9,1.5,41.5*,5.1,-33.2,1.2,-19.0
CCN(c1ccccc1)S(=O)(=O)c1cc2c(cc1C)N(C)CCO2,28.9,-31.1,-3.6,28.1,0.1,-12.0,-1.4,2.4
O=C(CSc1nnnn1-c1ccc2c(c1)OCO2)NCc1cccs1,8.2,-2.3,-1.1,11.4,-4.7,20.0,-0.4,9.2
COc1ccccc1NC(C)C(=O)N/N=C/c1cccs1 (stereo not drawn),15.7,22.8,-1.1,17.3,10.4,3.9,-0.1,6.3
Cc1nnc(SCC(=O)N2CCCC(N3CCN(c4ccc(F)cc4)CC3)C2)o1 (stereo not drawn),9.1,-0.3,-7.7,-3.6,-5.9,-8.0,0.1,-4.2
O=C(CCC(=O)OCC(F)(F)C(F)F)Nc1ccc(Cl)cc1,5.3,16.0,4.3,-1.9,3.2,0.9,0.2,-1.7
CCOc1c(Br)cc(CNCc2cccs2)cc1OC,7.2,11.5,-0.2,-7.0,9.1,1.0,0.7,1.5
CC(=O)NCCC(=O)Nc1cc(S(=O)(=O)N2CCOCC2)ccc1Oc1ccccc1,1.1,7.4,-5.7,-2.3,6.7,-13.1,2.0,23.8
CC(=O)Nc1ccc(NC(=O)CN(c2ccccc2Cl)S(C)(=O)=O)cc1,2.5,-32.9,-1.3,-9.5,1.4,10.7,-1.9,-6.4
Cc1nnc(SCC(=O)NCC(=O)Nc2ccc(F)c(F)c2F)n1N,3.6,13.3,1.9,-4.4,-6.2,5.1,0.7,17.1
CC(C)(C)[C@H]1COC(=O)[C@H](NC(=O)OCC2c3ccccc3-c3ccccc32)C/C=C\C[C@@H](CC(=O)N[C@@H](CO)Cc2ccccc2)C(=O)N1,16.7,-1.0,-1.7,10.5,6.4,12.9,-1.3,23.4
CC(c1ccco1)N(C(=O)c1ccccc1NS(=O)(=O)c1cc([N+](=O)[O-])ccc1Cl)c1ccccn1 (stereo not drawn),39.6,13.7,0.0,39.2,45.1*,10.3,-0.2,14.6
COc1ccc(NS(=O)(=O)c2cc(NC(=O)Cc3cccs3)ccc2C)cc1,13.4,-26.1,-2.1,18.9,-2.0,21.5,0.9,21.8
CC(C)N(C(=O)COC(=O)CCC(=O)c1cccs1)c1ccccc1,31.3,3.5,-2.6,20.7,18.7,4.3,0.2,1.4
COc1ccc(NC(=O)c2ccc3c(c2)C(=O)N(Cc2cccnc2)C3=O)cc1,3.0,21.7,7.5,-12.0,-2.2,5.3,4.7,4.1
COc1ccc(C(=O)N/N=C/c2sc(N3CCOCC3)nc2-c2ccccc2)cc1OC,34.1,40.9*,6.2,13.3,-2.4,2.5,0.8,32.9
COc1ccc2c(c1)c(C)cc[n+]2Cc1ccccc1,-12.9,-17.4,-0.4,-10.4,-3.5,9.4,-0.8,10.2
CCC(=O)Nc1cc2[nH]c(=O)cc(C)c2cc1C,3.7,13.1,-3.0,-10.3,4.6,-1.5,-1.4,15.9
